IDE act = IDE (human) activation, cell-based | HEK cells, FAbeta-B cleavage, fluorescence polarization; 0% vehicle, 100% cell-free pure enzyme wells | hit rate 0.073% among 340,000 | AID 493087 | P14735 | activation, % at 5.96 µM;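 active means activation above the mean of all tested compounds plus 3 SD, set per screening campaign, cut at about 17% in these data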
CRFR2-BP antag = blocks CRF-induced signaling of the CRF-BP/CRF-R2 complex; inhibition, % at 11.8 µM; hit rate 0.59% among 350,000; AID 588475; HEK293 CRF-R2/CRF-BP, CRF-induced calcium fluorescence;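 active means inhibition of the ligand-induced calcium signal above about 50% at the single tested concentration, limit read from the data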
IDE inh = cellular human IDE inhibition; P14735; HEK cells, FAbetaB cleavage, fluorescence polarization; inhibition, % at 5.59 µM; hit rate 0.41% among 320,000; AID 434962;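 active means percent inhibition above the average of all tested compounds plus 3 SD, set per screening campaign, cut at about 16% in these data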;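 further: IDE supplied by intact live HEK cells; FP after avidin binding of uncleaved biotin substrate so inhibition keeps polarization high; 0% = DMSO wells and 100% = 60 µM reference IDE inhibitor Ii1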
MEKK3 PB1 HTS = modulators (inhibitors or enhancers) of MEK5 binding to human MEKK3 PB1 domain. Q99759. bead-based flow cytometry, Alexa488-MEK5 binding to MEKK3; actives lie on both sides; 0 = blocked by unlabeled MEK5, 100 = vehicle. binding response (% of control), % at 10 µM. hit rate 1.4% among 290,000. AID 1529;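 active means binding response more than 3 SD above or below the average of its plate-row segment, actives on both sides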;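 further: Alexa488 bead fluorescence after subtracting the streptavidin-only scavenger bead signal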
GalR3 antag = human GalR3 antagonism; O60755; HEK293 GalR3-CNG cAMP membrane potential fluorescence; galR3 body fused to GalR1 C-terminus; inhibition, % at 3 µM; hit rate 0.44% among 360,000; AID 651719;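 active means inhibition above the screen-wide average plus 3 SD, cut at about 13% in these data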;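 further: forskolin and galanin both at EC90 stimulate the cells; cAMP rise reported by CNG channel membrane potential dye signal; 0% = forskolin plus galanin with DMSO and 100% = forskolin alone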
M4 PAM = CHRM4 positive allosteric modulation. CHO-K1 hM4/Gqi5, Fluo-8 calcium fluorescence, ACh EC20; 0% = ACh EC20, 100% = maximal ACh. P08173. hit rate 0.4% among 360,000. activation, % at 3 µM;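 active means activation above its plate's cutoff, the mean activation of sample wells plus 3 SD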; further: some results filed as inactive read as strong as hits
pCIP destab = lowers stability of the mouse p/CIP coactivator protein; decrease of EGFP signal, % at 10 µM; AID 1984; hit rate 0.01% among 290,000; Q05BA5; F442A p/CIP-EGFP cells, EGFP fluorescence, 16 h;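 active means EGFP signal decrease of at least 30% at 10 µM or well 3 SD below plate mean, unless failing retest; inactive means the rest, including hits failing retest or dose response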; further: some compounds called inactive have numbers as strong as hits; many of its hits are not listed in these tables
Target sequence (Q05BA5 1-1403): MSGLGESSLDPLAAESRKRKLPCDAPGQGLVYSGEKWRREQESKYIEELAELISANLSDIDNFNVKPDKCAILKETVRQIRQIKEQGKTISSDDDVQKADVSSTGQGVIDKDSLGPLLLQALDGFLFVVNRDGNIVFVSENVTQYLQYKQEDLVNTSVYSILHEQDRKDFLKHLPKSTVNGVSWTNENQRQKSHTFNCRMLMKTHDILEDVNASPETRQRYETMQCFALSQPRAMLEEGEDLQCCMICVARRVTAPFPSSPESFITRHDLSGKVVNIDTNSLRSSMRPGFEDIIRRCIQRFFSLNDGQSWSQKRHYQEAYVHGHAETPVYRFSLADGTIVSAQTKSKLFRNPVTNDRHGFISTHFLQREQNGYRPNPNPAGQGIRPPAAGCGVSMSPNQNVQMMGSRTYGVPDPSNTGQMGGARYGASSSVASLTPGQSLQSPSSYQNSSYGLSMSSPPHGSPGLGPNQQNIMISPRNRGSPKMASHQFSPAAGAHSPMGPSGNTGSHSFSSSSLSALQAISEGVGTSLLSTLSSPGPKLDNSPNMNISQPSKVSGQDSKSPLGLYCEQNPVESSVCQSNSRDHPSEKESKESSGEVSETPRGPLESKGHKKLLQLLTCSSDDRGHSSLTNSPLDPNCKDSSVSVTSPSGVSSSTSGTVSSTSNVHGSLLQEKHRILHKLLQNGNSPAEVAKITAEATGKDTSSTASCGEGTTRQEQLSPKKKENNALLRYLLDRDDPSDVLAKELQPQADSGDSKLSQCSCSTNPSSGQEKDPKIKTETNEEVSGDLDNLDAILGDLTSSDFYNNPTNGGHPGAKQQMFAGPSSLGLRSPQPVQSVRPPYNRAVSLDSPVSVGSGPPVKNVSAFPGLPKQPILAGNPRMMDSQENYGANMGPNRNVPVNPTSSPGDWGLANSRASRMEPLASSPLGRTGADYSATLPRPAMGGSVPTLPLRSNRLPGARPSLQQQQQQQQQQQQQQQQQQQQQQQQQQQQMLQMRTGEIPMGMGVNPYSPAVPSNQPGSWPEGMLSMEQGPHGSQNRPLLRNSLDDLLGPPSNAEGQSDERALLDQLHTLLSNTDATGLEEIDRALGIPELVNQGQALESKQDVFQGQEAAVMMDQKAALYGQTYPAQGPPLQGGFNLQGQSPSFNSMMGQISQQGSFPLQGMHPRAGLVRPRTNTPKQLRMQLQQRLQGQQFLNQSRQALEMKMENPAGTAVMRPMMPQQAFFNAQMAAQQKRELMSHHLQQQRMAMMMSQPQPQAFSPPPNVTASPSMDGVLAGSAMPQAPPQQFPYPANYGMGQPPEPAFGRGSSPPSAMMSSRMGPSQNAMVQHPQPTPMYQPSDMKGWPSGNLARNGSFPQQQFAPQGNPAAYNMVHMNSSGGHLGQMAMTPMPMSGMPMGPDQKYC
CRFBP-R2 agonist = agonists of human CRF-binding protein/CRF-R2 receptor complex; HEK293 CRF-R2/CRF-BP, calcium dye fluorescence (FLIPR); percent of saturating CRF peptide response; activation, % at 13.2 µM; AID 588473; hit rate 0.46% among 350,000;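 active means activation of at least 50%, plus an integration ratio under a set limit after plate pattern correction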;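 further: plate controls were neutral control wells without compound for no effect and CRF at EC100 for full effect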
PHOSPHO1 block = blocks human PHOSPHO1 phosphatase activity; Q8TCT1; recombinant PHOSPHO1, absorbance phosphatase assay; inhibition, % at 13.3 µM; hit rate 1.1% among 290,000; in the data active means inhibition above about 60%
An asterisk follows results filed as active; · = no result given.

entry	SMILES	IDE act	CRFR2-BP antag	IDE inh	MEKK3 PB1 HTS	GalR3 antag
1	O=C(C1CCN(Cc2ccc(F)cc2)CC1)N1CCN(C/C=C/c2ccccc2)CC1	-2	-31	-2	104	2
2	O=C(Nc1nc(-c2cccs2)c(C(=O)C(F)(F)F)s1)c1ccco1	2	24	-4	106	-2
3	Oc1ccccc1-c1cc(-c2ccc(F)cc2)n[nH]1	4	4	-1	107	-4
4	COc1ccc(/C=C2\SC(=S)N(NS(=O)(=O)c3ccc(C)cc3)C2=O)c(OC)c1	-4	35	7	99	-10
5	Cc1cc(C)nc(NNC(=O)NC2CCCCC2)n1	-3	32	-1	101	-5
6	CON/C=C(\C=Nc1ccc(Cl)cc1Cl)c1ncc(C(F)(F)F)cc1Cl	-4	1	1	104	-4
7	Cc1ccc(-n2c(-c3ccncc3)n[nH]c2=S)cc1C	6	-3	2	97	-7
8	COc1cccc(OC)c1C(=O)Nc1nc(COc2ccccc2)cs1	1	4	1	112	-4

entry	M4 PAM	pCIP destab	CRFBP-R2 agonist	PHOSPHO1 block
1	15	4	13	-7
2	6	-8	0.7	35
3	-2	-2	4.9	8
4	-12	-4	0.3	14
5	-10	-2	-1.8	28
6	10	8	0.2	11
7	-8	-13	-0.6	39
8	-7	8	3.0	-2

(listing goes on)
entry	SMILES	IDE act	CRFR2-BP antag	IDE inh	MEKK3 PB1 HTS	GalR3 antag
9	COc1ccc(CCN(C)C(=O)c2ccc(S(=O)(=O)Nc3ccccc3C)cc2)cc1OC	·	6	-2	89	-1
10	CCOc1ccc(NC(=O)CNC(=O)COc2ccccc2)cc1	3	14	2	95	-4
11	COC(=O)c1c(NC(=O)CN2C(=O)C(=O)N(CC(C)C)C2=O)sc2c1CCCCC2	3	-18	11	105	2
12	Cc1cc2occ(CC(=O)NC3=NCCS3)c2cc1C(C)C	-6	-21	5	103	-2
13	Cc1ccc(S(=O)(=O)c2cn(C)c3cc(N4CCN(C)CC4)c(F)cc3c2=O)cc1	-3	-8	-3	96	-1
14	Cc1cc(C)cc(N(CC(=O)NCc2ccco2)S(=O)(=O)c2ccccc2)c1	5	8	0	104	-11
15	CC(=O)O/C(=C\c1cn(C(C)=O)c2ccccc12)C(=O)O	-2	19	8	116	-5
16	O=c1sc(/C=N/Nc2ccccc2)c(Cl)n1Cc1ccccc1	-3	-45	-2	100	-9

entry	M4 PAM	pCIP destab	CRFBP-R2 agonist	PHOSPHO1 block
9	·	-21	-1.9	15
10	6	3	1.0	16
11	0	-4	3.4	-1
12	-4	5	1.4	-16
13	-2	-2	0.4	32
14	1	-2	-5.2	22
15	13	-4	2.2	28
16	-6	-13	-0.7	-38

Molecules listed so far with a CF3 group, in the order listed:
entry	SMILES	IDE act	CRFR2-BP antag	IDE inh	MEKK3 PB1 HTS	GalR3 antag
2	O=C(Nc1nc(-c2cccs2)c(C(=O)C(F)(F)F)s1)c1ccco1	2	24	-4	106	-2
6	CON/C=C(\C=Nc1ccc(Cl)cc1Cl)c1ncc(C(F)(F)F)cc1Cl	-4	1	1	104	-4

entry	M4 PAM	pCIP destab	CRFBP-R2 agonist	PHOSPHO1 block
2	6	-8	0.7	35
6	10	8	0.2	11

4 of these compounds in a different format:
9	COc1ccc(CCN(C)C(=O)c2ccc(S(=O)(=O)Nc3ccccc3C)cc2)cc1OC
14	Cc1cc(C)cc(N(CC(=O)NCc2ccco2)S(=O)(=O)c2ccccc2)c1
12	Cc1cc2occ(CC(=O)NC3=NCCS3)c2cc1C(C)C
15	CC(=O)O/C(=C\c1cn(C(C)=O)c2ccccc12)C(=O)O

compound no. | 9 | 14 | 12 | 15
IDE act | · | 5 | -6 | -2
CRFR2-BP antag | 6 | 8 | -21 | 19
IDE inh | -2 | 0 | 5 | 8
MEKK3 PB1 HTS | 89 | 104 | 103 | 116
GalR3 antag | -1 | -11 | -2 | -5
M4 PAM | · | 1 | -4 | 13
pCIP destab | -21 | -2 | 5 | -4
CRFBP-R2 agonist | -1.9 | -5.2 | 1.4 | 2.2
PHOSPHO1 block | 15 | 22 | -16 | 28

Next section
entry	SMILES	IDE act	CRFR2-BP antag	IDE inh	MEKK3 PB1 HTS	GalR3 antag
17	Cc1ccc(S(=O)(=O)NCCCNc2ccc([N+](=O)[O-])cc2)cc1	7	21	0	101	-5
18	COc1ccc(-c2noc(CCC(=O)NC3CCCCCC3)n2)cc1	2	2	4	99	-8
19	S=C(NCCN1CCOCC1)N/N=C/c1ccccc1	2	6	0	103	3
20	Cc1csc(NC(=O)c2ccc(Br)s2)n1	-9	-13	12	103	-7
21	Cc1ccc(C)c(S(=O)(=O)N2CCCOC2CNC(=O)C(=O)NCc2ccccn2)c1 (configuration not stated)	0	5	-3	102	-1
22	COc1ccccc1N1CCN(C(=O)c2ccc(N3CCCCS3(=O)=O)cc2)CC1	-1	4	1	96	-4
23	CN(C)CC1CCCCC1OC(=O)/C=C/c1ccccc1 (configuration not stated)	3	2	5	90	-4
24	CC(C)c1ccc(C2(C)NC(=O)N(CC(=O)NCC3COc4ccccc4O3)C2=O)cc1 (configuration not stated)	5	-12	-1	·	-6

entry	M4 PAM	pCIP destab	CRFBP-R2 agonist	PHOSPHO1 block
17	-11	-18	-1.8	24
18	-2	-3	-1.9	50
19	-1	-3	-1.1	16
20	-7	-12	5.5	10
21	14	11	-1.5	51
22	-1	1	0.2	22
23	-16	-7	-0.8	28
24	4	·	-0.3	·

The listing continues:
entry	SMILES	IDE act	CRFR2-BP antag	IDE inh	MEKK3 PB1 HTS	GalR3 antag
25	CC(=O)c1ccc(OC(=O)C2c3ccccc3Oc3ccccc32)cc1	4	6	0	98	-1
26	COCc1cc(C)nc(SCC(=O)NCc2ccco2)c1C#N	1	1	0	94	-2
27	CCCOC(=O)c1ccc(Oc2cn[nH]c2-c2ccc(OCC)cc2O)cc1	2	107*	-5	113	-5
28	COc1ccccc1CCC(=O)NNC(=O)Cn1nc(C)cc1C	·	-8	·	·	-4
29	O=C(NCCNc1ccc([N+](=O)[O-])cc1)c1cccc2c(Br)cccc12	3	27	1	87	3
30	CCOC(=O)CC1COCCN1C(=O)c1cc(COc2ccc(F)c(F)c2)on1 (configuration not stated)	2	21	6	98	2
31	Cc1cc(C)n2nc(C(=O)OCCOc3cccc(Br)c3)nc2n1	6	-17	1	103	-1
32	Cc1c(OC(C)C(=O)N2C[C@H]3C[C@@H](C2)c2cccc(=O)n2C3)ccc2c3c(c(=O)oc12)CCC3 (some centres not stated)	2	-4	9	101	4

entry	M4 PAM	pCIP destab	CRFBP-R2 agonist	PHOSPHO1 block
25	-3	-8	-0.3	34
26	-3	-7	0.0	42
27	-7	7	-5.0	29
28	2	·	-1.3	·
29	2	7	-0.5	7
30	-2	-1	0.6	24
31	2	0	-1.2	-22
32	-6	-3	2.8	55

Remaining list, next part
entry	SMILES	IDE act	CRFR2-BP antag	IDE inh	MEKK3 PB1 HTS	GalR3 antag
33	O=C(NCC(=O)N1CCOCC1)c1ccc(Br)o1	2	-4	0	·	-1
34	COc1ccccc1N1CCN(C2CCN(S(=O)(=O)c3ccc(C)cc3)CC2)CC1	-4	-6	-1	86	-3
35	CC(=O)Nc1ccc(/C=C/C(=O)c2ccccc2)cc1	·	·	2	104	·
36	O=S(=O)(Cc1ccccc1Cl)NCCc1ccc(F)cc1	-1	13	-2	104	0
37	O=C(CSc1nnc(CNC(=O)c2c(F)cccc2F)o1)NCC1CCCO1 (configuration not stated)	0	-7	3	102	-1
38	CC(C)c1ccc(C(O)P(=O)(OCc2ccccc2)c2ccc(N(C)C)cc2)cc1 (configuration not stated)	3	8	3	94	-4
39	O=C(Cc1cc(=O)[nH]c(=O)[nH]1)NCc1ccccc1	3	-14	4	91	2
40	CCc1[nH]nc2c1C(c1cccc(OC(=O)N3CCOCC3)c1)C(C#N)=C(N)O2 (configuration not stated)	-5	-6	0	96	9

entry	M4 PAM	pCIP destab	CRFBP-R2 agonist	PHOSPHO1 block
33	-1	·	0.8	·
34	-8	10	-1.7	22
35	·	8	·	20
36	-5	-2	-5.3	34
37	-1	-3	-1.0	19
38	-2	5	-2.0	-4
39	2	3	-1.4	1
40	3	-6	-0.3	10

(continued)
entry	SMILES	IDE act	CRFR2-BP antag	IDE inh	MEKK3 PB1 HTS	GalR3 antag
41	COC(=O)c1cc(OC)c(OC)cc1NC(=S)N1CCN(C/C=C/c2ccccc2)CC1	-4	5	0	105	2
42	COc1ccc(NC(=O)C(CC(=O)O)Cc2ccc(C)cc2)cc1 (configuration not stated)	-2	15	0	97	-5
43	CCC(C)NC(=O)C1CCN(C(=O)c2ccccc2)CC1 (configuration not stated)	3	0	-1	·	-3
44	COc1ccc(CCNC(=O)c2ccccc2NS(=O)(=O)c2c(F)cccc2F)cc1	0	8	1	103	-7
45	Cc1ccc(S(=O)(=O)N2CCN(C(=O)COC(=O)c3cccnc3Cl)CC2)c(C)c1	0	0	-4	·	-7
46	CCOc1cc(Br)c(CC(=O)O)cc1OCC	2	1	-1	87	-3
47	CCN(CC)C(=O)CN(c1cc(Cl)ccc1OC)S(=O)(=O)c1ccc(C)c([N+](=O)[O-])c1	1	-5	1	91	-6
48	Cc1cc(C(=O)COC(=O)CNS(=O)(=O)c2ccc3ccccc3c2)c(C)n1-c1ccccc1	7	10	3	164*	-4

entry	M4 PAM	pCIP destab	CRFBP-R2 agonist	PHOSPHO1 block
41	5	-1	-0.1	-11
42	6	-13	0.2	37
43	5	-7	-0.9	-7
44	4	6	0.0	46
45	5	·	-1.2	·
46	7	-11	2.1	24
47	-3	0	-5.6	-18
48	-4	-6	2.7	0

(cont.)
entry	SMILES	IDE act	CRFR2-BP antag	IDE inh	MEKK3 PB1 HTS	GalR3 antag
49	Cc1nc(Cl)c(C#N)cc1-c1ccccc1	1	6	-4	110	3
50	CC1(C)CC(=O)C2=C(C1)N(c1ccccc1)C(N)=C(C#N)C2c1cccnc1 (configuration not stated)	-8	-40	3	·	0
51	CCOCCCn1c(SCC(=O)NC2CCCCC2)nc2ccccc2c1=O	·	-7	·	·	-1
52	CC1CC(C)CN(S(=O)(=O)c2ccc3oc(=O)ccc3c2)C1 (configuration not stated)	4	-2	2	103	5
53	COc1ccc(CCNC(=O)Cc2ccsc2)cc1	0	-3	-2	102	-1
54	O=C(CC12CC3CC(CC(C3)C1)C2)Nc1ccccc1N1CCOCC1	4	-48	9	107	-4
55	COCCC(=O)N1CCC(Oc2ccc(C(=O)N3CCCC(CCCO)C3)cc2)CC1 (configuration not stated)	2	-11	10	105	0
56	COC(=O)C1=C(C)N(C)C(C)=C(C(=O)OC)C1c1ccc(F)c(Br)c1	-3	55*	1	98	-5
57	COc1ccc(/C=C/C(=O)NCCc2ccc(OC)c(OC)c2)cc1	3	-14	3	110	5
58	CN(C)Cc1cc(C(C)(C)C)cc(N2CCOCC2)c1O	-2	13	·	·	-2
59	O=C(Cc1ccccc1)Nc1ncccc1Cl	·	10	-4	·	-2

entry	M4 PAM	pCIP destab	CRFBP-R2 agonist	PHOSPHO1 block
49	-6	7	-2.8	36
50	10	-6	5.4	26
51	2	·	-0.8	·
52	-1	4	-0.6	37
53	1	-7	-0.3	56
54	4	-8	3.5	24
55	5	-2	3.0	9
56	0	-4	-7.7	11
57	1	0	-2.6	-10
58	0	·	-0.2	·
59	5	·	-1.3	·

Screening data deposited in PubChem BioAssay by several laboratories.
